# Source: PubChem
# TexasRed fluor – counter-screen for TRb-SRC2 inhibitors: fluorescence interference. AID 1479. 280,000 compounds, 0.29% hits. Potency, µM (top dose mostly 106 µM), without a hit: at the highest dose fluorescence change, negative = quenching. TRb/SRC2 Texas Red total fluorescence interference; active = well fitted curve in either direction with a large enough effect; inconclusive = small, poorly fitted or top-dose-only effect; note: potency is the fitted concentration of half-maximal effect; % is set by controls: 0 for no effect and ±100 for the full control effect
#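 Human TRb ligand-binding domain at 0.6 uM with 20 nM Texas Red SRC2 peptide in Tris buffer containing 1 uM T3 and 5% DMSO, incubated with compound 5 h at ambient temperature. Total fluorescence (555/632 nm) calculated as parallel + 2 × perpendicular.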
# Epigenetic reg – derepresses silenced GFP reporter in murine cells | murine LDR cells, GFP reporter derepression, 30 h | Potency, µM (series often up to 53.9 µM), for inactives: top-dose GFP activation, actives largely listed as activators | 280,000 compounds, 0.2% hits; note: potency is the fitted concentration of half-maximal effect; % of control where 0% means no effect; nearly all actives have a fitted effect of over 60% in size
#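 Murine LDR cells carrying a silenced, genomically integrated CMV-driven GFP reporter were exposed to compound for 30 hours at 37 C. After PBS washes, GFP-positive cells (20–120 um objects) were counted by laser-scanning microplate cytometry.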
# Tau fluor cs – counter-screen for tau fibril formation inhibitors | 280,000 compounds, 0.93% hits | tau K18 P301L Alexa594 fluorescence, heparin fibrillization | Potency, µM (series often up to 57.7 µM), inactives show at the highest dose activity change, negative = decrease; note: potency is the fitted concentration of half-maximal effect; % is set by controls: 0 for no effect and ±100 for the full control effect; nearly all actives have a fitted effect of over 55% in size
#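 Human tau K18 P301L (15 uM unlabeled, 0.24 uM Alexa 594-labeled) in 100 mM sodium acetate pH 7 with 20 uM heparin, 6 hr at 37 C. ThT 30 uM added, 1 hr ambient; Alexa 594 FP and total fluorescence read at 555/632 nm.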
# GLA spleen mod – alpha-galactosidase A (human) modulation. P06280. human spleen homogenate, 4MU-alpha-Gal fluorescence, 40 min. 240,000 compounds, 0.008% hits. Potency, µM (doses to about 80 µM), inactives show at the highest dose activity change, negative = inhibition, actives largely listed as inhibitors. AID 2107;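 note: potency is the fitted concentration of half-maximal effect; 0% = enzyme with vehicle and -100% = no enzyme basal signal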
# Target sequence (P06280 32-429 limits assumed): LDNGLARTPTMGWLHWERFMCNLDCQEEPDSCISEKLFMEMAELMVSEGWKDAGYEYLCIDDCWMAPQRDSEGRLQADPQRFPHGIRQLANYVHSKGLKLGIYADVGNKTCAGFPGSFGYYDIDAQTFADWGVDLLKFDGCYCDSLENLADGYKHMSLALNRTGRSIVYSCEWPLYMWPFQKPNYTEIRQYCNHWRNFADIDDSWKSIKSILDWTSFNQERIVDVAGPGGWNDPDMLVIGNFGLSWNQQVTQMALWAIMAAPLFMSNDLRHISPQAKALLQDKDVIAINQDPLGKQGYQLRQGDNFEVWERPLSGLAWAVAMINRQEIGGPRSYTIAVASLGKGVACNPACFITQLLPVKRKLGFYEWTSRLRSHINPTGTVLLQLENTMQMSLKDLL
#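 qHTS titration in buffer at pH 5.0. Alpha-galactosidase activity in spleen homogenate was measured via 4-methylumbelliferone release from 1 mM fluorogenic substrate after 40 min at 37C and a pH 10 stop. AC50 came from Hill fits of control-normalized data.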
# NPSR antagonist – neuropeptide S receptor (human) antagonism, cAMP; Potency, µM (titrated, usually from 38.3 µM), without a hit: top-dose activity change, negative = inhibition, hits mostly inhibitors; Q6W5P4; CHO-NPSR cells, cAMP TR-FRET, antagonist mode; AID 1461; 220,000 compounds, 1% hits; note: potency is the fitted concentration of half-maximal effect; % is set by controls: 0 for no effect and ±100 for the full control effect; nearly all actives have a fitted effect of over 50% in size; many of its hits are not listed in these tables
# Tau FP inhib – inhibitors of human tau fibril formation; P10636; Potency, µM (series often up to 57.7 µM), for inactives: top-dose activity, negative = inhibition, actives largely listed as inhibitors; 280,000 compounds, 0.39% hits; K18 P301L tau heparin fibrillization, Alexa594 FP, 6 h; AID 1468; note: potency is the fitted concentration of half-maximal effect; % is set by controls: 0 for no effect and ±100 for the full control effect; nearly all actives have a fitted effect of over 55% in size
# Target sequence (P10636 561-689 P618L limits assumed): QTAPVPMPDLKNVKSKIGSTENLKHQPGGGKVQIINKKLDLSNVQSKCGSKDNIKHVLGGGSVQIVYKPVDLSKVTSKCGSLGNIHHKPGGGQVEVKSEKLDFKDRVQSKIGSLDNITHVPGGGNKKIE
#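 Human K18 P301L fragment (15 uM unlabeled plus 0.24 uM Alexa 594-labeled) in 100 mM sodium acetate pH 7 with compound, aggregation induced by 20 uM heparin for 6 hr at 37 C. ThT (30 uM) added for 1 hr, then Alexa 594 FP read.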
# CBFb RUNX1 block – CBF-beta/RUNX1 interaction disruption; Potency, µM (doses to about 59.8 µM), for the others: at the highest dose activity, negative = inhibition, usual class: inhibitors; Q01196+Q13951; AID 1477; AlphaScreen CBFb-His/RUNX1-biotin binding, biochemical; 230,000 tested, under 10 active; note: % of control where 0% means no effect
#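 Inhibition was taken as any reduction in AlphaScreen signal from the CBF-beta–RUNX1 pair (His and biotin tags, 30 nM each), measured after compound (15 min) and bead (90 min) incubations at room temperature.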
# TRb-SRC2 inh – inhibitors of human thyroid hormone receptor beta-SRC2 interaction. AID 1469. 280,000 compounds, 0.065% hits. Potency, µM (doses to about 106 µM), for the others: at the highest dose activity change, negative = inhibition, usual class: inhibitors. TRbeta-SRC2 peptide binding, fluorescence polarization; receptor liganded with 1 µM T3;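 note: potency is the fitted concentration of half-maximal effect; plate controls were bound peptide for no effect and peptide without receptor for full effect; nearly all actives have a fitted effect of over 50% in size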
# Target sequence (P10828 whole entry, looked up): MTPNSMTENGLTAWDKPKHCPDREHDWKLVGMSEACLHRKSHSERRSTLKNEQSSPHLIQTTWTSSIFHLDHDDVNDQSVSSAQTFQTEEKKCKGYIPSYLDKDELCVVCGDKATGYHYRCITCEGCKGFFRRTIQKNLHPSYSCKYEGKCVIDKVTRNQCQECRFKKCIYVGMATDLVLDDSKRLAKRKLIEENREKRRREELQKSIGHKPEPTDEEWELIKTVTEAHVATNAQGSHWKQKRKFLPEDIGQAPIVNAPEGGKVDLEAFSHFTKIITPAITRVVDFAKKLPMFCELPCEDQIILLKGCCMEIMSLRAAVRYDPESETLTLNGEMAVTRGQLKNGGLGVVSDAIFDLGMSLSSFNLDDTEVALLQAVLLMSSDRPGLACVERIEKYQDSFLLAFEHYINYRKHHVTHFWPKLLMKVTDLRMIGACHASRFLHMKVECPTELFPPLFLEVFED
#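 Polarization signal, normalized between peptide-alone and full complex controls, measured compound effects on T3-liganded human TRb LBD (0.6 uM) binding 20 nM Texas Red SRC2 peptide after 5 hr.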
# * hit, by the source's call; ? = inconclusive; · = no result given; [ ] = dose if it differs, or a comment. Unless noted, calls come from the whole dose curve; as a rule, active = well fitted curve in the direction sought with a large enough effect; inconclusive = small, poorly fitted or top-dose-only effect, or another doubt; inactive = no such curve, though single readings can be large; an effect the other way counts as inactive or inconclusive. This is a subset, so the mix of outcomes need not match the whole.
SMILES,TexasRed fluor,Epigenetic reg,Tau fluor cs,GLA spleen mod,NPSR antagonist,Tau FP inhib,CBFb RUNX1 block,TRb-SRC2 inh
C=CCn1c(SCC(=O)Nc2ccc3c(c2)OCCO3)nnc1-c1ccco1,-3%,0.0%,-10%,5%,2%[46.1 µM],-8%,-8%,-2%
CCOC(=O)C1=C(C)NC(=O)NC1/C=C/c1ccccc1OC (stereo not given),-2%,2.4%,4%,-3%,4%,15%,-1%,-7%
COc1ccccc1NC(=O)Cn1c(=O)n(CCc2c[nH]c3ccccc23)c(=O)c2cccnc21,-3%,7.7%,?,11%,-5%,-6%,-7%[2.36 µM],5%
CCOC(=O)c1ccc(NC(=O)NCc2ccccc2OC)cc1,0%,0.2%,?,1%,-50%,?,-3%,2%
Cc1ccc(-c2ccc3nnc(SCC(N)=O)n3n2)cc1,-2%,10.0%,2%,-3%,44%,-7%,0%,2%
Cc1nc(N2CCOCC2)nc(N2CCN(c3ccccc3)CC2)c1[N+](=O)[O-],1%,-0.9%,-13%,-3%,-6%[46.1 µM],4%,-2%,-2%
Cc1cc(C)nc(NC(=NCCc2c[nH]c3ccccc23)NC(=O)Nc2cccc([N+](=O)[O-])c2)n1,-1%,4.8%,?,6%,-22%,12%,-14%,2%
Cc1c(Cl)c(-c2n[nH]c(=S)n2-c2ccccc2)nn1C,?,-1.1%,-7%,-7%,-11%,2%,8%,4%
CCN(CC)c1ccc(NC(=O)COC(=O)CSc2ccc(Br)cc2C)cc1,-7%,0.9%,-12%,-11%,-16%,-2%,23%,-7%
Cc1cc2ncn(CS(C)(=O)=O)c2cc1C,-4%,0.0%,-4%,2%,-4%,-6%,-9%,3%
COc1cccc(OC)c1Cn1nnc2c(=O)[nH]c(C3CCN(C(=O)c4ccccc4)CC3)nc21,?,-1.9%,-29%,·,·,-9%,·,-12%
CCCCc1nc2ccccc2c(NC(=O)CNC(C)(C)C)c1CCC,-1%,-0.7%,-1%,-1%,-7%[46.1 µM],0%,-4%,-4%
COc1ccccc1Cn1c(=S)[nH]c2cc(C(=O)NCc3cccnc3)ccc2c1=O,-1%,-4.1%,?,7%,-32%,?,1%,-3%
COc1cc2c(cc1OC)CN(C(=O)c1cc(S(=O)(=O)N3CCOCC3)ccc1Cl)CC2,0%,-1.2%,-12%,-5%,-11%[7.67 µM],-1%,6%,7%
COc1cc(/C=N/NC(=Nc2ccc(C)cc2)c2nc3ccccc3s2)ccc1O,0%,2.6%,11µM*[quencher],-3%,10µM*,16%,?,-3%
CCOC(CC(=O)NNC(=O)c1c(-c2ccccc2Cl)noc1C)OCC,-1%,-2.3%,-16%,-6%,-12%,-3%,-7%,-10%
O=C(O)c1cccc(NC(=O)c2ccc3c(c2)C(=O)N(Cc2ccco2)C3=O)c1,-4%,-2.8%,-10%,-5%,6%,-2%,-5%,3%
COc1cc(C(=O)Nc2cccc(C)c2C)c(Br)c(OC)c1OC,-5%,0.0%,-7%,-1%,-12%,-2%,17%,0%
CC(=O)Nc1ccc(NS(=O)(=O)c2cc(Cl)ccc2Cl)cc1,2%,-2.0%,·,3%,-2%,·,7%,-3%
Cc1ccc(NC(=O)Cn2c(=O)n(CCCCC(=O)NCc3ccccc3Cl)c(=O)c3ccccc32)cc1C,-1%,16%,-30%,·,·,?,·,4%
O=C(NC(=S)Nc1ccc(C(=O)N2CCOCC2)cc1)c1ccc([N+](=O)[O-])cc1,2%,-2.0%,-1%,0%,-10%[46.1 µM],-2%,-3%,0%
COc1ccc(N2CC(NC(=O)COc3ccc(F)cc3)CC2=O)cc1OC (stereo not given),0%,0.8%,-3%,·,·,-7%,·,-7%
CCN(CC)CCSc1nnc2c3ccccc3n(Cc3ccccc3)c2n1,-1%,2.1%,-29%,6%,-20%,-20%,-9%,1%
COc1ccc(-c2cc(-c3ccccc3)c(C#N)c(=S)[nH]2)cc1,-1%,-4.2%,-2%,10%,13µM*,1%,3%,11%
COCc1cc(C)nc(N2CCCCC2)c1C#N,-6%,2.4%,5%,5%,2%[46.1 µM],3%,-9%,-8%
Cc1cc(C)c(OCC(=O)OCCNC(=O)c2cccnc2)c(C)c1,2%,3.1%,-2%,2%,9%,2%,6%,-10%
CCOC(=O)C1Sc2ccccc2NC1=O (stereo not given),1%,-0.6%,-10%,-2%,12%,-6%,?,-3%
O=C(Nc1nccs1)c1cn2ccccc2n1,-2%,5.9%,-13%,5%,-4%,2%,-11%,-10%
NC1=NC(=O)C2(COC(c3ccncc3)OC2)S1 (stereo not given),-2%,1.3%,5%,7%,1%,-2%,3%,3%
Cc1ccc2nc(NC(=O)c3cc(=O)c4cc(C)c(C)cc4o3)sc2c1,-23%,0.0%,-10%,·,·,-8%,·,5%
Cc1ccc(NC(=O)CN2C(=O)S/C(=C\c3ccc(-c4cccc(C(=O)O)c4C)o3)C2=O)cc1,-3%,-1.0%,-13%,-8%,6%[46.1 µM],-4%,-16%,0%
Cc1cc(C)c2[nH]c(=O)c(C(c3nnnn3C(C)(C)C)N3CCN(C(=O)c4ccco4)CC3)cc2c1 (stereo not given),-1%,0.0%,3%,-8%,1%[46.1 µM],8%,3%,-7%
CCCc1nc2n[nH]c(N)c2c2c1CCC2,-4%,0.0%,-10%,5%,2%[46.1 µM],-9%,-1%,3%
O=C(O)c1cc(-c2c[nH]c3ccccc23)nc2cc3ccccc3cc12,-4%,1.1%,?,2%,-15%,6%,13%,3%
CS(=O)(=O)N(Cc1ccc(C(=O)NN=C2CCCCCC2)cc1)c1ccccc1,0%,0.0%,-8%,2%,7%,11%,-10%,1%
CCCC[P+](CCCC)(CCCC)Cc1ccc(NC(=O)[C@@H](Cc2ccc3ccccc3c2)NC(=NC2CCCCC2)NC2CCCCC2)cc1,-2%,1.8%,-16%,0%,·,-14%,8%[21.7 µM],10%
CCCOc1ccc(S(=O)(=O)N2CCOCC2)cc1[N+](=O)[O-],-2%,2.8%,-8%,-4%,31%,?,1%,0%
CCOc1cc(S(=O)(=O)NCc2ccccc2)ccc1F,-5%,-1.1%,-1%,5%,-22%[46.1 µM],-1%,9%,-1%
CCOCC(=O)Nc1nc2ccc(C)cc2s1,-6%,-0.8%,-6%,-1%,-2%[46.1 µM],-3%,3%,-6%
O=C(NNC(=O)c1ccc(Cl)cc1Cl)c1ccncc1,1%,1.1%,-4%,2%,-1%[46.1 µM],-5%,2%,1%
Cc1nnsc1SC(C)C(=O)O (stereo not given),-1%,1.1%,-2%,-5%,-1%[46.1 µM],-6%,-1%,6%
C=CCn1c(-c2ccncc2)n[nH]c1=S,-4%,1.1%,9%,-1%,-2%,9%,3%,0%
O=c1c2cccnc2n(Cc2ccccc2F)c(=O)n1Cc1ccccc1Cl,-22%,1.4%,-24%,·,·,?,·,-5%
CC(C)(C)OC(=O)N1CCC(c2c(C(=O)N3CCN(c4ccccn4)CC3)cnn2-c2ccc(F)cc2F)CC1,-6%,0.8%,-12%,·,·,-3%,·,-3%
CC1(C)NC(=O)N(CC(=O)OCC(=O)Nc2cc(S(=O)(=O)N3CCCCCC3)ccc2Cl)C1=O,0%,0.0%,0%,-2%,33%,2%,?,-2%
Cc1cc(N/C(=N/S(=O)(=O)c2ccc(F)cc2)c2ccccc2)n(-c2ccccc2)n1,0%,-0.9%,-8%,-13%,-57%,2%,-3%,-5%
CNC(=O)C1CCC(Cn2c(=O)c3sccc3n(CC(=O)Nc3ccccc3)c2=O)CC1 (stereo not given),2%,0.8%,1%,·,·,-5%,·,4%
CC(=O)c1c(C)nc(-c2ccccc2)nc1NC(=O)C(C)C,2%,-4.1%,-11%,4%,?,-2%,-1%,7%
NC(N)=NCCC[C@H](NC(=O)c1ccccc1)C(=O)Nc1ccc([N+](=O)[O-])cc1,0%,·,·,14%,·,·,7%,-9%
CCCC(CCC)C(=O)Nc1ccc2c(c1)N(C(=O)CN1CCN(C)CC1)c1ccccc1CC2,-1%,-7.0%,-13%,7%,8%,1%,8%,-2%
CCc1ccc(CN(Cc2cn[nH]c2-c2ccc(OC)cc2)C(=O)Nc2ccc(C)c(F)c2)cc1,0%,-3.2%,-17%,·,·,5%,·,-5%
CCOC(=O)c1nnn(-c2nc(N3CCCC3)nc(N3CCCC3)n2)c1-c1ccccc1,0%,1.1%,-2%,-2%,-16%[46.1 µM],-4%,3%,1%
O=C(NC(=S)Nc1ccc(O)cc1)c1ccccc1Cl,-2%,5.5%,-12%,0%,-15%,4%,-3%,-2%
O=C(CN1C(=O)c2cccnc2Oc2ccc(Cl)cc21)NCCCN1CCCCC1,?,-1.2%,7%,·,·,-1%,·,4%
Cc1ccc(N=C2SC(C(=O)O)CC(=O)N2C)cc1C (stereo not given),0%,0.1%,-11%,3%,4%,-7%,-3%,2%
CCCCN1CCCc2cc(CN(CCCN3CCOCC3)C(=O)Nc3ccc(CC)cc3)ccc21,-4%,1.1%,?,·,·,-1%,·,-6%
CCOC(=O)C1=C(CNCc2ccc(C)cc2)NC(=O)NC1c1ccc(OC)cc1 (stereo not given),-3%,0.0%,-3%,7%,-9%[46.1 µM],4%,-2%,-4%

# Record cards, as listed above:
# CCOC(CC(=O)NNC(=O)c1c(-c2ccccc2Cl)noc1C)OCC reads TexasRed fluor: -1%; Epigenetic reg: -2.3%; Tau fluor cs: -16%; GLA spleen mod: -6%; NPSR antagonist: -12%; Tau FP inhib: -3%; CBFb RUNX1 block: -7%; TRb-SRC2 inh: -10%
# Cc1nc(N2CCOCC2)nc(N2CCN(c3ccccc3)CC2)c1[N+](=O)[O-] reads TexasRed fluor: 1%; Epigenetic reg: -0.9%; Tau fluor cs: -13%; GLA spleen mod: -3%; NPSR antagonist: -6%[46.1 µM]; Tau FP inhib: 4%; CBFb RUNX1 block: -2%; TRb-SRC2 inh: -2%
